# Screening data (PubChem)
# trophozoite growth – anti-Giardia activity of synthetic compounds – Compounds Australia Scaffold Library subset, 24/48 h, primary screen (AID 1794835) | stronger effect = higher value | inhibition, % at 10 µM | 2,500 compounds, 2% hits; in the data active means inhibition mostly above about 45%, no sharp cut-off; inactive means mostly below about 37%;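 further: 0% = parasite counts in DMSO vehicle wells; trophozoite growth inhibition read by imaging counts at 24 h; calls made by hand needing about 50% inhibition in two separate runs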
# An asterisk follows results filed as active; i = inactive.
# The first 2 entries (preview)
SMILES,trophozoite growth
CCC(=O)N1CCc2c(sc3ncnc(N(C)C4CCN(C)CC4)c23)C1,i
CCOc1cc2c(cc1OCC)-n1cccc1C(c1cccc([N+](=O)[O-])c1)NC2 (stereo not given),10

# All compounds of this part, from the first entry:
SMILES,trophozoite growth
CCC(=O)N1CCc2c(sc3ncnc(N(C)C4CCN(C)CC4)c23)C1,i
CCOc1cc2c(cc1OCC)-n1cccc1C(c1cccc([N+](=O)[O-])c1)NC2 (stereo not given),10
Clc1cccc(-n2nnnc2C2(N3CCCCC3)CCCCC2)c1,i
COc1ccc(CC(=O)N2CCN(Cc3nc4cc(C(=O)N5CCCC5)ccc4n3C)CC2)cc1,14
Cc1cccc(NC(=O)CN2CC(c3ccccc3)CC2=O)c1 (stereo not given),10

# Only part of the results is shown; rates above refer to the full screens.
